KCNQ2 block – KCNQ2 channel blockers in CHO-K1 cells – cell-based, FluxOR thallium flux, B-score, primary screen (AID 2156); O88943; 20 min; active compounds read low; B-score at 10 µM; 310,000 tested, 1.1% active;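 active = fluorescence ratio B-score at most minus 3 library SDs, with starting brightness B-score within 2 library SDs, cut at about -5.5 in these data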
Target sequence (O88943 whole entry, looked up): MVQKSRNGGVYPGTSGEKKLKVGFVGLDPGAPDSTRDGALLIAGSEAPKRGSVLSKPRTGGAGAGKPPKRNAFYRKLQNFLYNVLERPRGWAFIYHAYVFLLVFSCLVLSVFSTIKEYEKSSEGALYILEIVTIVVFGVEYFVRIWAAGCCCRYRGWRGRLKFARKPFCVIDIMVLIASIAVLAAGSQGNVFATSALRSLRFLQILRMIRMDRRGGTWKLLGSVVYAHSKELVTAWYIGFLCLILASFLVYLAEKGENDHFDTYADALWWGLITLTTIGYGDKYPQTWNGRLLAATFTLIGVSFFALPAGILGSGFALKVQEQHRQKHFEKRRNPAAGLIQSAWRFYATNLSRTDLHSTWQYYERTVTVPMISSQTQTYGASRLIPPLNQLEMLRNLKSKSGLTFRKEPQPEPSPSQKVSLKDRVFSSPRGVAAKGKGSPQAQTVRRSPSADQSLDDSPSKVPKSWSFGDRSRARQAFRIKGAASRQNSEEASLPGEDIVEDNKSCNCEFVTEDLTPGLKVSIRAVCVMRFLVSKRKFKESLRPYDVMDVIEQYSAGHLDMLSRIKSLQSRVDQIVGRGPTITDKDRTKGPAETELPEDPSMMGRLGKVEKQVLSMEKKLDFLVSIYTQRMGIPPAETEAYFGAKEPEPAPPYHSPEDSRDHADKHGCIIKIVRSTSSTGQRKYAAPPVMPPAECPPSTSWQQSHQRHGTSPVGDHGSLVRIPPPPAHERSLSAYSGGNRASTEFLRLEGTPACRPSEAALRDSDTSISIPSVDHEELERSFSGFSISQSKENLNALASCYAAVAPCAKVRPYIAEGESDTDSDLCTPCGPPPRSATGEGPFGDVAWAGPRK
Kir21 block – inhibitors of mouse Kir2.1 inward-rectifier potassium channel. P35561. HEK293-Kir2.1, FluxOR thallium flux fluorescence; active compounds read low. B-score at 10 µM. 310,000 tested, 0.85% active;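 active = fluorescence ratio B-score at or below minus 3 SD of library scores, with starting-brightness B-score within 2 SD, cut at about -4.2 in these data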;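 also: channel flux triggered by added potassium and thallium sulfate stimulus; B-score of peak minus minimum fluorescence over baseline after thallium stimulus; more negative B-score means stronger Kir2.1 block with less thallium influx; some compounds called inactive have numbers as strong as hits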
* = called active by the depositor; i = inactive.

SMILES	KCNQ2 block	Kir21 block
Cc1cccc(N2CCN(c3nnc(C(F)(F)F)s3)CC2)c1	i	1.03
O=C(Cn1cnc([N+](=O)[O-])n1)N/N=C/c1ccc(O)cc1O	i	-0.45
Cc1nc2ccccc2c2c1C(=O)N(c1cccc(C(=O)O)c1)C2=O	i	-0.41
Cc1ccc(S(=O)(=O)Nc2ccc3c(c2)nc(CCN2CCCC2)n3C)cc1	i	-2.33
Cc1ccc(/C=N/n2c(C)nnc2C)s1	i	0.19
O=C(CC(=O)c1ccccc1)Nc1ccc(Cl)cc1	i	1.7
Cc1oc2cc(O)ccc2c(=O)c1Oc1ccccc1Br	i	0.98
CN1CCN(CC#CC2(O)CCCCC2)CC1	i	1.32
CN(C)C(=O)CS(=O)(=O)c1ccc(Cl)cc1	i	0.01
NC(=S)N/N=C/c1ccc(/C=N/NC(N)=S)cc1	i	0.48
COc1ccc(C)cc1S(=O)(=O)N1CCCC(C(=O)NCc2ccccn2)C1 (stereo unspecified)	i	1.86
Cc1ccc(S(=O)(=O)Oc2ccc(C3C4=C(CCCC4=O)N(CCC(=O)O)C4=C3C(=O)CCC4)cc2Cl)cc1	i	-0.41
O=C(Nc1cc(Cl)cc(Cl)c1)N1CCCC1	i	2.33
O=C(NCc1ccco1)c1ccc(Cn2c(=O)c3ccccc3n(Cc3ccc(Cl)cc3)c2=O)cc1	-6.53*	0.85
CCn1c(-c2sc(-c3ccccc3)nc2C)n[nH]c1=S	i	0.33
O=C(Nn1nnnc1Nc1ccccc1)C12CC3CC(CC(C3)C1)C2	i	-0.18
Cc1c(/C(O)=C2\C(=O)C(=O)N(CCN(C)C)C2c2cccs2)cnn1-c1ccccc1 (stereo unspecified)	i	-0.64
O=C(Nc1ccccc1)N1CCC(=S)Nc2ccccc21	i	-0.01
Cc1ccc(Nc2c(-c3ccc(N4CCOCC4)cc3)nc3ncccn23)c(C)c1	i	0.71
Fc1ccccc1/C=N/Nc1ncnc2nc[nH]c12	i	2.23
CC1CCN(S(=O)(=O)c2ccc3[nH]cc(C(=O)NCCN4CCOCC4)c(=O)c3c2)CC1	i	-0.28
CCN(CC)S(=O)(=O)c1ccc(NC(=O)COC(=O)c2ccc(Br)o2)cc1	i	-0.18
CC1CCc2sc(C(=O)NNC(=O)c3ccncc3)cc2C1 (stereo unspecified)	i	2.24
CCc1cc(C(=O)OC)c(NC(=O)CSc2nccn2C)s1	i	-0.35
CCN(CC)CCCn1c(=S)[nH]c2cc(Cl)ccc2c1=O	i	0.71
Cc1ccccc1N1CC(C(=O)Nc2nnc(SCc3ccccn3)s2)CC1=O (stereo unspecified)	i	-0.93
COc1ccccc1NC(=O)Nc1ccc(NC(=O)c2ccccc2O)cc1	i	1.29
CN(Cc1c(C(=O)N/N=C/c2cccc(O)c2)nnn1-c1nonc1N)C1CCCCC1	i	-0.42
N#CCCN(Cc1cccnc1)C(=S)NCc1ccco1	i	1.91
CCC(=O)NC(=S)Nc1ccc(NC(=O)c2ccc([N+](=O)[O-])cc2)cc1	i	-2.23
Nc1nnnn1/N=C/c1ccccc1	i	-0.49
Nc1nn2cc(-c3ccc(Br)cc3)nc2c2ccccc12	i	-0.94
COCCCN(C(=O)c1cc2c(s1)CCC2)c1c(N)n(Cc2ccccc2)c(=O)[nH]c1=O	i	-0.99
NC(=O)COC(=O)c1cc(-c2ccco2)nc2ccccc12	i	0.42
CCc1ccc(OCC(=O)NNC(=O)c2c(CC)noc2C)cc1	i	-0.88
CSc1nc(C)c(Cl)c(C)c1C#N	i	-0.81
O=C(Nc1ccc(Br)cc1)N1CCCCC1	i	0.66
CCOc1ccccc1OCCC(=O)NNC(=O)Cn1nc(C)cc1C	i	1.59
O=C(OCC(=O)N1CCN(C(=O)c2ccco2)CC1)c1cc(-c2ccccc2)nc2ccccc12	i	-0.74
O=C(CSc1nc2ccc(N3CCOCC3)cc2c(=O)n1CCc1ccccc1)NCC1CCCO1 (stereo unspecified)	i	-0.24
O=C(CNC(=O)c1ccc(Cl)cc1Cl)NCCCn1ccnc1	i	1.11
O=C(/C=C/c1ccc([N+](=O)[O-])cc1)N1CCN(S(=O)(=O)c2cccs2)CC1	i	0.03
CCCOc1ccc(-c2nnc(-c3cccs3)o2)cc1	i	-0.6
CCOc1ccc(N2CC(C(=O)Nc3ccncc3)CC2=O)cc1 (stereo unspecified)	i	0.02
CC(=O)Nc1ccc2nc(NC(=O)c3cccnc3)sc2c1	i	0.27
O=C(c1ccc(Oc2ccccc2)cc1)c1nc2c(n1O)CCCC2	i	-1.65
Cc1cccc(N2C(=O)C3C4C=CC(CC4)C3C2=O)c1 (stereo unspecified)	i	-0.53
C=CCNC(=O)C1CC(=O)N(c2ccc(OCC(=O)NCc3ccccc3)cc2)C1 (stereo unspecified)	i	0.98
COc1ccc(CC(=O)NCc2n[nH]c(=S)n2-c2ccccc2OC)cc1	i	-1.34
Cc1ccc(-n2c(=S)sc3c(=O)n(-c4ccccc4C)c(SCC(=O)O)nc32)cc1C	i	-0.7
O=C(CSc1nnc(-c2ccncc2)n1Cc1ccco1)Nc1ccccc1Cl	i	-2.74
Cc1ccc(-c2csc(/C(C#N)=C/Nc3ccccc3SC(F)(F)F)n2)cc1	i	-0.08
CCOC(=O)c1c(C)n(CC(COC(C)=O)OC(C)=O)c2ccc(OC(C)=O)cc12 (stereo unspecified)	i	-1.01
COc1ccc(Cl)cc1NC(=S)NCc1cccs1	i	0.01
CC(=O)Nc1cccc(C(=O)NC2CCCc3c2cnn3-c2ccc(C(C)(C)C)cc2)c1 (stereo unspecified)	i	2.08
CC(C(=O)N1CCOCC1)N1C(=O)C2C3CC(C(Br)C3Br)C2C1=O (stereo unspecified)	i	0.19
COc1ccc(NC(=O)C(C)NS(=O)(=O)c2ccc(NC(C)=O)cc2)cc1Cl (stereo unspecified)	i	-0.08
COc1ccc(OCC(=O)NNC(=O)c2cccc(O)c2)cc1	i	0.12
CN(C(=O)c1ccc(OC2CCN(C(=O)c3cccnc3)CC2)cc1)C1CCCCC1	i	-2.07
O=C(NCc1ccncc1)c1ccc(Br)cc1	i	-1.49

Single values from the results shown.
Kir21 block result of `COc1ccc(OCC(=O)NNC(=O)c2cccc(O)c2)cc1` = 0.12
Kir21 block result of `Cc1ccc(-c2csc(/C(C#N)=C/Nc3ccccc3SC(F)(F)F)n2)cc1` = -0.08
Kir21 block result of `CN(C(=O)c1ccc(OC2CCN(C(=O)c3cccnc3)CC2)cc1)C1CCCCC1` = -2.07
Kir21 block result of `COc1ccc(NC(=O)C(C)NS(=O)(=O)c2ccc(NC(C)=O)cc2)cc1Cl` (stereo unspecified) = -0.08
Kir21 block result of `CCOC(=O)c1c(C)n(CC(COC(C)=O)OC(C)=O)c2ccc(OC(C)=O)cc12` (stereo unspecified) = -1.01
Kir21 block result of `COc1ccc(CC(=O)NCc2n[nH]c(=S)n2-c2ccccc2OC)cc1` = -1.34

Next compounds.
SMILES	KCNQ2 block	Kir21 block
COc1ccc(C)cc1NC(=O)C(OC(=O)c1ccc([N+](=O)[O-])o1)c1ccccc1 (stereo unspecified)	i	0.29
CCOc1cc(C(=O)OCC(=O)Nc2c(C)cccc2C)ccc1OCC(=O)N1CCOCC1	i	1.79
CN1C(=O)/C(=C/c2ccc(C(=O)Nc3ccc(O)cc3C(=O)O)cc2)SC1=S	i	-0.2
CCn1cc(C(=O)N2CCN(c3cccc(Cl)c3)CC2)c2cc(OC)c(OC)cc2c1=O	i	0.71
CCN1CCCC1CNC(=O)c1[nH]c2ccc(OC)cc2c1C (stereo unspecified)	i	0.02
COc1ccc2cc(CCNC(=O)c3ccc(S(=O)(=O)N4CCOCC4)cc3)c(=O)[nH]c2c1	i	0.8
Cc1cc(SCC(=O)NC(=O)NCc2ccco2)nc2c(C)cccc12	i	-0.9
CSC(=S)N/N=C(\C)c1ccccc1	i	0.03
CCOC(=O)C(/C=N/c1cc(C)nn1-c1ccccc1)=C(\C)O	i	0.87
COc1ccc2cc(C)c3nnc(SCC(=O)Nc4nc(-c5ccc(F)cc5)cs4)n3c2c1	i	-1.17
CCOc1ccc2ccccc2c1C(=O)N1CCOCC1	i	-0.21
CCOC(=O)C1CCCN(C(=O)c2cc(Cl)ccc2NC(=O)C2=C(C)OCCS2)C1 (stereo unspecified)	i	0.13

Looked up by compound from the list above:
SMILES	KCNQ2 block	Kir21 block
CCn1cc(C(=O)N2CCN(c3cccc(Cl)c3)CC2)c2cc(OC)c(OC)cc2c1=O	i	0.71
CCN1CCCC1CNC(=O)c1[nH]c2ccc(OC)cc2c1C (stereo unspecified)	i	0.02
CCOc1cc(C(=O)OCC(=O)Nc2c(C)cccc2C)ccc1OCC(=O)N1CCOCC1	i	1.79

(next part)
SMILES	KCNQ2 block	Kir21 block
CC(=O)Cc1nsc(NC(=O)c2ccc(-c3cc(C(F)(F)F)ccc3Cl)o2)n1	i	-0.39
COc1ccc(Cc2noc(CN3CCCC(C(=O)c4cccs4)C3)n2)cc1OC (stereo unspecified)	i	-0.87
Cc1cc(-c2ccccc2)c2ccc(NC(=O)C(C)(C)C)nc2n1	i	-0.02
O=C(O)CC(C(=O)O)N1C(=O)/C(=C/C=C/c2ccco2)SC1=S (stereo unspecified)	i	-0.05
Nc1nc(O)c(Sc2ccccc2[N+](=O)[O-])c(=O)[nH]1	i	0.26
COC(=O)NC(C)N1C(=O)C2C3C=CC(C3)C2C1=O (stereo unspecified)	i	-0.75
Cc1ccc(S(=O)(=O)Nc2ccc(S(=O)(=O)NCC3CCCO3)cc2)cc1 (stereo unspecified)	i	1.29
O=C(NCc1cccc(C(F)(F)F)c1)C1CC(c2ccccc2[N+](=O)[O-])=NO1 (stereo unspecified)	i	-1
Cc1cc(C)nc(NC(=S)NC(=O)c2ccccc2)n1	i	0.3
Cc1ccccc1C(O)c1ccncc1 (stereo unspecified)	i	0
COC(C(=O)N/N=C(\C)c1ccc(C(C)(C)C)cc1)c1ccccc1 (stereo unspecified)	i	-1.1
CCN(CC)C(=O)Cn1cc(/C=C(\C#N)C(=O)NC2CC2)c2ccccc21	i	0.61
CCOC(=O)c1cc(CC)sc1NC(=O)CN1CCN(C(=O)c2ccco2)CC1	i	1.25
COC(=O)c1nc2nc(-c3cccs3)cc(C(F)(F)F)n2n1	i	-1.89
CC(=O)Nc1ccc(OS(=O)(=O)c2ccc(C(C)(C)C)cc2)cc1	i	0.65
COc1ccc(NC(=O)CNCCC2=CCCCC2)cc1	i	-2.12
C=CCC(CC=C)(NC(=O)c1ccccc1C(=O)O)c1ccccc1	i	0.8
CCOc1ccc(NS(=O)(=O)c2ccc(C(=O)N3CCC3)cc2)cc1	i	0.91
CCCc1c(C)nn(-c2ncccc2[N+](=O)[O-])c1C	i	0
CSc1ccccc1C(=O)OCC(=O)NC1CCS(=O)(=O)C1 (stereo unspecified)	i	0.13
CN(CCC#N)S(=O)(=O)c1cc2c3c(c1)CCN3C(=O)CC2	i	-0.06
CCOc1ncccc1C(=O)OCC(=O)Nc1ccc(C(C)C)cc1	i	-1.54
CCN(c1ccccc1)S(=O)(=O)c1cccc(C(=O)NCc2cccnc2)c1	i	-1.15
CC(NC(=O)/C(=C\c1ccco1)NC(=O)c1ccco1)C(=O)O (stereo unspecified)	i	-0.99

Whole records as entered above. Screens in order: KCNQ2 block | Kir21 block
Record of O=C(CNC(=O)c1ccc(Cl)cc1Cl)NCCCn1ccnc1 → i | 1.11
Record of COc1ccc(Cl)cc1NC(=S)NCc1cccs1 → i | 0.01

Next part
SMILES	KCNQ2 block	Kir21 block
CCC(=O)Nc1cccc(-c2nnc(SCC(=O)NCc3ccco3)n2C)c1	i	-0.97
CCN(CC(=O)Nc1c(F)cccc1F)C(=O)CCN1C(=O)C2CC=CCC2C1=O (stereo unspecified)	i	-0.23
O=C(N[C@@H](Cc1ccccc1)C(=O)NCCc1c[nH]c2ccccc12)c1ccco1	i	0.06
CCOc1ccc(C2CC(c3ccc(F)cc3)n3ncnc3N2)cc1 (stereo unspecified)	i	-1.75
O=C(c1ccc(C(F)(F)F)cc1)C1CCCN(C(=O)c2cnccn2)C1 (stereo unspecified)	i	0.65
Cc1ccc(-n2c(=O)cc(N3CC(C)CC(C)C3)[nH]c2=O)cc1 (stereo unspecified)	i	-0.51
CCc1[nH]nc(C(=O)N/N=C/c2ccncc2)c1C	i	-0.5
O=C(O)c1ccc(Sc2nnc(-c3cccc(Br)c3)o2)c([N+](=O)[O-])c1	i	0.64
COC(=O)c1[nH]c2ccc(Br)cc2c1NC(=O)CN1CCCCC1CCO (stereo unspecified)	i	-0.2
COc1nc(OCCNS(=O)(=O)c2ccc(C)cc2)nc(N(C)C)n1	i	-1.41
COc1ccccc1N1CCN(C(=S)Nc2ccc(S(=O)(=O)N3CCOCC3)cc2)CC1	i	-0.43
Cc1ccc(C(=O)N2CCN(C(=O)c3ccccc3)C2c2ccc(N(C)C)cc2)cc1 (stereo unspecified)	i	2.29
Cc1ccn2c(C(=O)NN=C3CCCCCCC3)c(C)nc2c1	i	-0.57
Cc1ccc(C(=O)Nc2cccc(NC(=O)c3ccc(C)cc3)n2)cc1	i	0.43
COc1ccc(S(=O)(=O)N2CCOCC2)cc1C(C)C	i	-1.03
Cc1ccnc(NC(=O)C(C)N2C(=O)c3ccccc3S2(=O)=O)c1 (stereo unspecified)	i	0.23
COC(=O)C1C2CCC(C2)C1C(=O)OCC(=O)c1ccccc1 (stereo unspecified)	i	2.09
CCCC1CC(C#N)N(N(C)C)C1=C(C#N)C#N (stereo unspecified)	i	-1.45
Cc1noc(C)c1CN1C(=O)c2ccc([N+](=O)[O-])cc2C1=O	i	-0.65
COc1ccc(Cn2c(=O)[nH]c3cc(C(=O)N4CCN(c5ccccc5)CC4)ccc3c2=O)cc1	i	-0.01
